# RGS4 act: RGS4 potentiators or activators, primary screen, cell-based, HEK293 M3R inducible RGS4, calcium flux | carbachol calcium flux Fluo4; hits give low values | B-score at 10 µM | actives 0.92% (n = 310,000);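 active = B-score of the integrated calcium signal more than 4 SD below the library mean, with starting fluorescence not abnormally high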;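 note: negative B-score means reduced calcium response which marks RGS4 activation or potentiation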
#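 test system = M3R-expressing HEK293 line, RGS4 induced by doxycycline | probe or stimulus = carbachol at ECmax as muscarinic agonist stimulus | timing = dye loading 30 min 37 °C, buffer rest 30 min RT | signal = calcium dye Fluo4 fluorescence | evaluation = B score from integrated fluorescence ratio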
# PolyA inh: polyadenylation inhibitors in yeast reporter cells, primary screen, luminescence, S. cerevisiae. S. cerevisiae SKY197-pL101 polyadenylation reporter, beta-gal luminescence; efflux-impaired pdr1/pdr3 knockout yeast; score 100 = 6 SD above DMSO. actives 0.02% (n = 300,000). calls only at 12 µM. AID 1875, 2009;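 active = lowest replicate activity score at least 50, where 100 means six control SD above control mean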;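 note: yeast exposed to compound for 9 h at 30 °C; higher score means more reporter readthrough which indicates perturbed polyadenylation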
# KCNK3 block: human KCNK3 channel inhibitors, primary screen, CHO cells, FluxOR thallium flux, B-score; Potassium channel subfamily K member 3 (Homo sapiens), O14649; FluxOR fluorescence; hits give low values; B-score at 10 µM; actives 0.84% (n = 340,000); AID 602410, 2012;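 active = B-score under library mean minus 4 SD, starting fluorescence ratio at most library mean plus 5 SD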;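 note: more negative B-score means stronger inhibition of thallium flux through KCNK3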
# Dyrk1A ADPGlo: rat Dyrk1A kinase inhibitors, primary screen, biochemical, single point, plate reader | ADP-Glo luminescence, NFATc1 peptide | AID 504441, 2011 | Dual specificity tyrosine-phosphorylation-regulated kinase 1A (Rattus norvegicus), Q63470 | inhibition, % at 12.5 µM | actives 0.43% (n = 310,000); in the data active = inhibition above about 50%;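 note: plate controls were vehicle with enzyme for no effect and no enzyme for full effect; many of its hits are not listed in these tables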
# GSK3A inh: blockers of GSK3A enzyme activity – biochemical, luminescence, cell-free homogeneous, HTS, primary screen. Glycogen synthase kinase-3 alpha (Homo sapiens), P49840. GSK-3 alpha kinase, ADP-Glo luminescence, 60 min. inhibition, % at 10 µM. actives 0.1% (n = 320,000). AID 2650, 2010;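 in the data active = inhibition above about 50%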;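 note: GST-tagged GSK-3 alpha with peptide substrate and 25 µM ATP; 0% = DMSO neutral wells and 100% = GW8510 positive control wells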
# Target sequence (P49840 whole entry, looked up): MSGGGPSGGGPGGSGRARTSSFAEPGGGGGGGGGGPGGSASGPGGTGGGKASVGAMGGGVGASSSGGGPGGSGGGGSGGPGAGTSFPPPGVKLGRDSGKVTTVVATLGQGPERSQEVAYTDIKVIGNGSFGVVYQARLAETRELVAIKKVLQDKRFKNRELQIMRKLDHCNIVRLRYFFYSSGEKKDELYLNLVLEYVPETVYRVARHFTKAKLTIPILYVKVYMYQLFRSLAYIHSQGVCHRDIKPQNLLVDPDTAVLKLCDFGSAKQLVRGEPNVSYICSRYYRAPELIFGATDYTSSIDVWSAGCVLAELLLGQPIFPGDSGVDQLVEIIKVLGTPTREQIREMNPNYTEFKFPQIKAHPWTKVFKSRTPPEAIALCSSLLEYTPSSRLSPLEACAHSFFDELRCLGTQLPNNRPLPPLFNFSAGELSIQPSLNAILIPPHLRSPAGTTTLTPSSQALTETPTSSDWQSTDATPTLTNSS
# GSK3B inh: human GSK3beta kinase inhibitors, primary screen, biochemical, cell-free homogeneous, HTS; Glycogen synthase kinase-3 beta (Homo sapiens), P49841; GST-GSK3beta kinase, ADP-Glo luminescence, 60 min; hits give low values; activity score (negative = inhibition), % at 10 µM; actives 0.038% (n = 300,000); AID 2097, 2009;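 active = more than half of replicate wells score below -50%, meaning over 50% inhibition versus plate controls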;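 note: 0% = median DMSO wells and -100% = median GW8510 positive control wells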
#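 Test system: GST-fused GSK3beta enzyme, cell-free | Quantity: 1.6 ng GST-GSK3beta enzyme per well | Reagent: 25 µM ATP with peptide substrate | Schedule: 60 min enzyme reaction, room temperature | Signal: Luminescent ADP-Glo measurement of ADP formed | Read-out basis: Score relative to plate controls | Control set: DMSO and 20 µM GW8510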
# KCNK9 block: KCNK9 potassium channel inhibitors, primary screen, HEK293 cells, thallium flux; Potassium channel subfamily K member 9 (Homo sapiens), Q9NPC2; FluxOR thallium flux fluorescence; hits give low values; B-score at 10 µM; actives 1.2% (n = 310,000);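 active = ratio B-score over 3 SD below the library mean, with starting fluorescence within 5 SD of its mean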;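 note: negative B-score means less thallium flux so channel inhibition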
# Target sequence (Q9NPC2 whole entry, looked up): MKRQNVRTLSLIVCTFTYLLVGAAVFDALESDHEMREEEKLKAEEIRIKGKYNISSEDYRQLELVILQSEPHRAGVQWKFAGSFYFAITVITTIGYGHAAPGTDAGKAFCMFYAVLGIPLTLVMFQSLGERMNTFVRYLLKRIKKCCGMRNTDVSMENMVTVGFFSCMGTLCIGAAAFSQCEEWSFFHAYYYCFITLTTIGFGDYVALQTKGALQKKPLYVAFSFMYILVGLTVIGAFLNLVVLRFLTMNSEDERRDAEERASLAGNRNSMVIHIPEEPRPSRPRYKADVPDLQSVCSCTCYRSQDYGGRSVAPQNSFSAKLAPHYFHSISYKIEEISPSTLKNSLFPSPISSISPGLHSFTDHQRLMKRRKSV
# KCNQ1 act: potentiators or activators of KCNQ1 channel, primary screen, cell-based, thallium flux, high-throughput. Potassium voltage-gated channel subfamily KQT member 1 (Homo sapiens), P51787. CHO-K1 KCNQ1, thallium flux FluxOR fluorescence; hits give high values. B-score at 10 µM. actives 0.35% (n = 310,000);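 active = fluorescence ratio B-score, a plate-corrected score, at least three library SD, with initial intensity B-score within 5 SD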
#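 Schedule – 37 °C overnight plating, 90-min dark dye load, 20-min compound pretreatment · System – stable KCNQ1 CHO-K1 line · Probe or stimulus – thallium- and potassium-containing depolarizing buffer · Measured by – kinetic FluxOR fluorescence, 10 s baseline plus 110 s post-stimulus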
# HDAC3 inh: HDAC3 deacetylase inhibitors, primary screen, biochemical, fluorescence, cell-free homogeneous; Histone deacetylase 3 (Homo sapiens), O15379; actives 0.15% (n = 320,000); AID 2718, 2010; recombinant HDAC3, fluorogenic peptide/trypsin coupled; inhibition, % at 8.3 µM; in the data active = inhibition above about 26%, passing the limit was not always enough
# hERG protect: hERG rescue from dofetilide block, primary screen, cell-based, CHO-hERG, FluxOR thallium flux, dofetilide IC70; activation (rescue from dofetilide block), less the hit threshold, % at 10 µM; dofetilide IC70 present; Voltage-gated inwardly rectifying potassium channel KCNH2 (Homo sapiens), Q12809; actives 0.51% (n = 310,000);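 active = activation above the mean of controls blocked by dofetilide plus 5 SD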;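 note: thallium influx through hERG after potassium depolarization seen as dye fluorescence rise; in these data hits start at about 4.7%; inactives centre near -7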
# KCNQ1 block: inhibitors of human KCNQ1 channel, primary screen, cell-based, thallium flux, high-throughput; B-score at 10 µM; CHO-K1 KCNQ1, FluxOR thallium flux fluorescence; hits give high values; actives 1.3% (n = 310,000); Potassium voltage-gated channel subfamily KQT member 1 (Homo sapiens), P51787; AID 2642, 2010;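 active = compounds whose thallium flux B-score, printed positive for inhibition, exceeds three library SD while starting fluorescence stays within three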;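 note: channel opened by potassium depolarization with thallium stimulus after 20 min compound exposure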
# Numbers without * were called inactive; i = inactive; . = not tested or not shown.
SMILES,RGS4 act,PolyA inh,KCNK3 block,Dyrk1A ADPGlo,GSK3A inh,GSK3B inh,KCNK9 block,KCNQ1 act,HDAC3 inh,hERG protect,KCNQ1 block
COc1cccc(CNC(=O)CSc2nnc3c(n2)[nH]c2ccc(C)cc23)c1,i,i,i,-3,-3,-7,i,i,6,1,i
C/C(Nc1ccccc1C(F)(F)F)=C1/CCOC1=O,i,i,i,.,-3,6,i,i,-10,-1,i
COc1ccc2[nH]c(C(=O)Nc3ccc(F)cc3Br)cc2c1,i,i,i,.,2,1,i,i,1,-5,i
C=CC(=O)N(CCC)C(c1ccccc1)c1ccccc1OC (stereo unspecified),i,i,i,15,-2,1,i,i,0,-11,i
COCCN(C(=O)c1csnn1)C(C(=O)NC1CCCC1)c1ccccc1 (stereo unspecified),i,i,i,-1,6,0,i,i,2,-9,i
COc1cccc(CNC(=O)c2cc(S(=O)(=O)N3CCCCC3)c[nH]2)c1,i,i,i,-2,0,0,i,i,8,-15,i
S=C(NCc1ccco1)Nc1ccccc1,i,i,i,1,1,1,i,i,-9,-3,i
COc1ccccc1C1CC(c2ccccc2)=NN1S(=O)(=O)c1ccccc1 (stereo unspecified),i,i,i,-5,1,-3,i,i,4,-16,i
Cc1nnc(SCC(=O)Nc2cccc(N)c2)n1-c1ccccc1,i,i,i,-6,2,1,i,i,3,-7,i
Cn1c(NC(=O)c2ccco2)c(-c2ccc(Cl)cc2)c(=O)c2ccccc21,i,i,i,-4,-7,-1,i,i,-5,-7,i
O=C(CCN1C(=O)COc2ccccc21)N1CCN(c2ccccc2)CC1,i,i,i,-4,-2,5,i,i,1,-6,i
CCCC(=O)c1c[nH]c(C(=O)N2CCOCC2)c1,i,i,i,7,2,1,i,i,1,-10,i
CN(C)C(CNS(=O)(=O)c1ccc(F)cc1)c1cccnc1 (stereo unspecified),i,i,i,4,-2,2,i,i,4,-3,i
O=S(=O)(c1ccc(F)cc1)N1CCN(Cc2ccccc2C(F)(F)F)CC1,i,i,i,3,0,0,i,i,-4,-12,i
O=C(Nc1cccnc1)OC1CCCC1,i,i,i,2,-2,-2,i,i,-7,-2,i
Cc1cccc(-n2c(C)cc(/C=C3\NC(=O)NC3=O)c2C)c1,i,i,i,.,1,-7,i,i,4,-4,i
C=CCNC(=O)c1onc(CSc2ccc(F)cc2)c1C(=O)NCC=C,i,i,i,-7,-2,5,i,i,2,-13,i
CC(NCc1ccccc1)C1COc2ccccc2O1 (stereo unspecified),i,i,i,1,0,-1,i,i,-6,-6,i
O=C(Nc1cccc(F)c1)c1c(O)c2ccccc2[nH]c1=O,i,i,i,.,0,2,i,i,-3,-10,i
Cn1nnc2c(NCc3ccco3)nccc21,i,i,i,4,0,-1,i,i,-57,-7,i
CC(C)CC(C(=O)Nc1oc(-c2ccccc2)c(-c2ccccc2)c1C#N)N1C(=O)c2ccccc2C1=O (stereo unspecified),i,i,i,2,-1,.,i,i,-7,-7,i
Cn1c(=O)oc2cc(S(=O)(=O)N3CCCC(C(=O)NC4CCCc5ccccc54)C3)ccc21 (stereo unspecified),i,i,i,6,-4,5,i,i,0,1,i
CC1Cc2ccccc2N1C(=O)COC(=O)c1ccc(Br)o1 (stereo unspecified),i,i,i,-9,0,-3,i,i,-8,-16,i
CCn1cc(C(=O)N2CC(C)CC(C)C2)c(=O)c2cc(S(=O)(=O)N3CCOCC3)ccc21 (stereo unspecified),i,i,i,4,-3,5,i,i,1,-11,i
O=C1CN(C(=O)COC(=O)CNC(=O)c2ccccc2)c2ccccc2N1,i,i,i,5,0,0,i,i,16,-4,i
CC(=O)Nc1ccc(C2(c3ccc(NC(C)=O)cc3)C(=O)Nc3ccccc32)cc1,i,i,i,1,0,1,i,i,3,-17,i
COc1cccc(CCc2nnc(CCC(=O)NC(C)Cc3cccs3)o2)c1 (stereo unspecified),i,.,i,-3,2,1,i,i,-3,-11,i
COCCCNC(=O)CCc1c(C)c2cc3c(C)coc3cc2oc1=O,i,i,i,-4,-1,2,i,i,7,-4,i
NS(=O)(=O)c1ccc(Nc2nc3ccccc3nc2NS(=O)(=O)c2cccc([N+](=O)[O-])c2)cc1,i,i,i,5,-6,2,i,i,9,-4,i
c1ccc(-c2nnc(-c3ccncc3)nc2-c2ccccc2)cc1,i,i,i,6,11,-2,i,i,2,-25,i
CCOC(=O)c1ccc(NC(=O)Nc2ccc3c(c2)OCCO3)cc1,i,i,i,-7,.,2,i,i,6,-16,i
CN(C)C(=O)Cn1c(=O)n(S(=O)(=O)c2ccccc2)c2ccccc21,i,i,i,.,-2,8,i,i,6,1,i
O=C(NCCN1CCN(c2ccccc2)CC1)C1CCN(S(=O)(=O)c2cccc3nsnc23)CC1,i,i,i,.,0,8,i,i,1,-7,i
CO/N=C/C1CCN(c2ncc(C(F)(F)F)cc2Cl)C1=O (stereo unspecified),i,i,i,-2,-3,-1,i,i,5,-15,i
CCn1c(CC(=O)Nc2ccccc2F)nnc1SCC(=O)N1CCN(c2ccccc2)CC1,i,i,i,-1,-1,-4,i,i,0,-11,i
CCOc1ccc(C=NCC(O)c2ccccc2)cc1 (stereo unspecified),i,i,i,-3,-3,-4,i,i,-2,-3,i
O=C(CSc1ncccn1)Nc1ccc2[nH]c(=O)[nH]c2c1,i,i,i,-3,-1,0,i,i,2,-18,i
O=C(Oc1ccc(OC(=O)c2ccco2)c(S(=O)(=O)c2ccc(Br)cc2)c1)c1ccco1,i,i,i,-4,5,4,i,i,11,-12,i
O=C(NC(=S)Nc1ccccc1F)C1CCCCC1,i,i,i,-8,-1,2,i,i,8,-7,i
CS(=O)(=O)NN1C(=O)c2ccccc2NC1c1c[nH]c2ccccc12 (stereo unspecified),i,i,i,9,5,-1,i,i,-1,0,i
O=C(N/N=C/c1cn(-c2ccccc2)nc1-c1cccs1)c1ccncc1,i,i,i,-7,-2,2,i,i,-2,-4,i
O=Cc1c(NCCCN2CCCC2=O)c2ccccc2[nH]c1=O,i,i,i,-5,3,-2,i,i,8,-10,i
Cc1nnc2sc(-c3ccc(NC(=O)c4ccc(-c5ccc(Cl)cc5Cl)o4)cc3)nn12,i,i,i,-2,2,1,i,i,4,-10,i
COc1ccc(C(C)=O)c(OC(=O)c2ccc(OC)c(OC)c2)c1,i,i,i,5,-4,-1,i,i,1,-10,i
COc1cc(/C=N/Nc2nc(C)cc(=O)[nH]2)ccc1OC(=O)c1cccnc1,i,i,i,-5,-2,2,i,i,5,-4,i
Brc1ccc(NC2=Nc3ccccc3CC2)cc1,i,i,i,-5,-8,-2,i,i,2,-7,i
O=C(NCCCn1ccnc1)c1cc(Br)c(Br)s1,i,i,i,14,22,-9,i,i,2,-7,i
CN(C)C(=O)c1c([N+](=O)[O-])c(C(C)(C)C)nn1C,i,i,i,-1,.,-2,i,i,.,-8,i
Cc1nc(C)c(C(=O)NCc2ccccc2Cl)o1,i,i,i,1,3,5,i,i,1,-7,i
CCc1cc(=O)oc2c3c(cc(OCC(=O)NCCCC(=O)O)c12)OC(C)(C)CC3,i,i,i,10,2,1,i,i,-104,-3,i
Cn1c(=O)c2cn(-c3ccc4c(c3)OCCO4)cc2n(C)c1=O,i,i,i,-5,-2,-1,i,i,3,-3,i
CC1(c2ccc(Cl)cc2)NC(=O)CS1 (stereo unspecified),i,i,i,0,3,1,i,i,-4,-4,i
Cc1ccc(CCNC(=O)C2CCC(=O)N2Cc2ccc(F)cc2)cc1 (stereo unspecified),i,i,i,0,-1,2,i,i,15,-7,i
C1CN(CCN2CCOCC2)CCN1,i,i,i,.,-1,-2,i,i,5,-2,i
O=C(CCl)N(Cc1cc(=O)[nH]c2ccccc12)c1ccccc1,i,i,i,-3,1,-2,i,i,-2,-7,i
COc1cc(/C=C2\C(=O)N(CCC#N)N=C2C)ccc1OCC(=O)Nc1ccccc1,i,i,i,-6,-1,-7,i,i,1,-6,i
CCCCn1c2ccccc2c2cc(CC(N)=O)ccc21,i,i,i,-1,-2,1,i,i,7,-5,i
COC(=O)c1cc(Br)c(=O)n(Cc2cccnc2)c1,i,i,i,0,2,0,i,i,2,-3,i
C=CCn1c(C)cc(C(=O)COC(=O)/C=C/c2cccc(OC)c2)c1C,i,i,i,-3,-3,2,i,i,8,-14,i
CC(=O)Nc1ccc2c(c1)nc(C)n2-c1ccccc1,i,i,i,.,0,1,i,i,6,-14,i
CC(=O)Nc1ccc(C(=O)Nc2cc(C)on2)cc1,i,i,i,0,-3,1,i,i,.,1,i
CCOc1ccc(NS(=O)(=O)c2ccc(C(=O)N3CCCCC3)cc2)cc1,i,i,i,-3,1,0,i,i,2,-9,i
Cc1ccc(S(=O)(=O)N2CCN(C(=O)CNC(=O)c3ccc(Br)o3)CC2)cc1,i,i,i,.,0,-2,i,i,-1,-18,i

# 3 compounds from above, arranged by heavy-atom count, largest number first.
SMILES,RGS4 act,PolyA inh,KCNK3 block,Dyrk1A ADPGlo,GSK3A inh,GSK3B inh,KCNK9 block,KCNQ1 act,HDAC3 inh,hERG protect,KCNQ1 block
Cc1ccc(S(=O)(=O)N2CCN(C(=O)CNC(=O)c3ccc(Br)o3)CC2)cc1,i,i,i,.,0,-2,i,i,-1,-18,i
O=C(CCl)N(Cc1cc(=O)[nH]c2ccccc12)c1ccccc1,i,i,i,-3,1,-2,i,i,-2,-7,i
CC1(c2ccc(Cl)cc2)NC(=O)CS1 (stereo unspecified),i,i,i,0,3,1,i,i,-4,-4,i

# High-throughput results deposited in PubChem BioAssay by several laboratories.

# The list is partial; the hit share may differ from the screen's.
